# BioA inh: M. tuberculosis BioA enzyme inhibitors, primary screen, biochemical, plate reader, single point, HTS; purified M. tuberculosis BioA enzyme; 7,8-diaminopelargonic acid synthase BioA (Mycobacterium tuberculosis); AID 602481, 2012; 360,000 compounds, 0.096% hits; inhibition, % at 9.99 µM; in the data active means inhibition above about 40%; inconclusive means no clear call, values can overlap the other calls
# BoNT-F LC inh: BoNT/F light chain protease inhibitors, primary screen, biochemical, flow cytometry, MLPCN library; Botulinum neurotoxin type F light chain protease (Clostridium botulinum); Multiplex microsphere protease cleavage assay; inhibition, % at 10 µM; 360,000 compounds, 0.22% hits; AID 588497, 2011; in the data active means inhibition above about 35%, passing the limit was not always enough; inconclusive means no clear call, values can overlap the other calls; further: plate controls were buffer without enzyme for full effect and enzyme alone for no effect
# UGM FP inh: M. tuberculosis UGM enzyme inhibitors, primary screen, biochemical, fluorescence polarization, single point; UDP-galactopyranose mutase (Mycobacterium tuberculosis (strain ATCC 25618 / H37Rv)), …; purified UGM, fluorescence polarization probe displacement; 320,000 compounds, 0.06% hits; inhibition, % at 10 µM; in the data active means inhibition above about 10%, passing the limit was not always enough; inconclusive means no clear call, values can overlap the other calls
# Target sequence (P9WIQ1 whole entry, looked up): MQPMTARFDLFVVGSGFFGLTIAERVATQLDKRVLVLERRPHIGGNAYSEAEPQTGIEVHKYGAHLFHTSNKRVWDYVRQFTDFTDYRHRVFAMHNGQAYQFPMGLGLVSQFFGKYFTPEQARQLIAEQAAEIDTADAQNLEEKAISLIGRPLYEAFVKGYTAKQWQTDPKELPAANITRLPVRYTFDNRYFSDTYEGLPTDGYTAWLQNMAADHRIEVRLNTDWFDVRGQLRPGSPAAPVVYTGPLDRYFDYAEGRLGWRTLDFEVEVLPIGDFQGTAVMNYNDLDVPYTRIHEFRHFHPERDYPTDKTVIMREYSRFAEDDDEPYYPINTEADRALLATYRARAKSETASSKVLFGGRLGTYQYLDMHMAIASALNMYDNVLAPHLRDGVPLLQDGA
# PrPC surface inh: inhibitors of human cell surface prion protein PrPC, primary screen, cell-based, TR-FRET; inhibition, % at 13.8 µM; TR-FRET read-out; AID 720596, 2013; Major prion protein (Homo sapiens), P04156; 370,000 compounds, 0.43% hits; in the data active means inhibition above about 24%; further: 0% = median of the test wells and 100% = reference compound wells
# BoNT A protease: BoNT/A light chain protease inhibitors, primary screen, biochemical, flow cytometry, MLPCN library. inhibition, % at 10 µM. multiplex microsphere protease substrate cleavage. 360,000 compounds, 0.17% hits. Botulinum neurotoxin type A light chain protease (Clostridium botulinum A str. ATCC 3502); in the data active means inhibition above about 30%; inconclusive means no clear call, values can overlap the other calls; further: plate controls were buffer without enzyme for full effect and enzyme alone for no effect
# CCHF vOTU inh: CCHFV vOTU protease inhibitors, primary screen, biochemical, Pep-AMC substrate, fluorescence | Crimean-Congo hemorrhagic fever virus L polyprotein viral ovarian tumor (vOTU) protease … | inhibition, % at 11.5 µM | 370,000 compounds, 0.55% hits | AID 651958, 2012; further: 0% = vehicle wells with enzyme and 100% = no enzyme wells
# FadD28 FP inh: inhibitors of FadD28 bisubstrate probe binding, primary screen, biochemical, fluorescence polarization, single point; Mycobacterium tuberculosis FadD28 fatty-acid-AMP ligase; inhibition, % at 12.5 µM; 360,000 compounds, 0.22% hits; in the data active means inhibition above about 8.5%, passing the limit was not always enough; inconclusive means no clear call, values can overlap the other calls
# Mtb FBA inh: Mtb FBA enzyme inhibitors, primary screen, biochemical, fluorescence, strain H37Rv; Fructose-bisphosphate aldolase (Mycobacterium tuberculosis (strain ATCC 25618 / H37Rv)), …; purified M. tuberculosis FBA, fluorescence read-out; inhibition, % at 1 µM; 360,000 compounds, 2.3% hits; AID 588726, 2011; in the data active means inhibition above about 27%;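 further: 0% = vehicle and 100% = reference inhibitor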
# Target sequence (P9WQA3 whole entry, looked up): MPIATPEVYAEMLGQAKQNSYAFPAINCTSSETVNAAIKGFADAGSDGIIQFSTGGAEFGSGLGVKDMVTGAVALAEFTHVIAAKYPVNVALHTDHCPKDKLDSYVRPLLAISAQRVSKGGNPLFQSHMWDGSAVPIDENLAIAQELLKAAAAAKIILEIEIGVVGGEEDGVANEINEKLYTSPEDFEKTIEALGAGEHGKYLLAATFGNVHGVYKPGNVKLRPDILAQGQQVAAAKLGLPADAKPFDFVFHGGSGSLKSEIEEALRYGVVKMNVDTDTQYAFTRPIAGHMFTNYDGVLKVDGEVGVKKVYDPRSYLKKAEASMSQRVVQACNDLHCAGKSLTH
# GDH-TPI inh: GDH-TPI coupling enzyme inhibitors, primary screen, artefact control for M. tuberculosis FBA inhibitor project, biochemical, absorbance, full deck; GDH-TPI coupled enzyme counterscreen, NADH absorbance; inhibition, % at 4.8 µM; 360,000 compounds, 1.2% hits;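 further: 0% = DMSO wells and 100% = wells lacking the enzyme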
# Starred values were filed as active, the others as inactive; ? = inconclusive; . = no result given; + = active, no number; & = joins results of further samples. Unless noted, no stated cut-off is given here; in the data, active means inhibition above about 30%; inactive means the rest.
SMILES,BioA inh,BoNT-F LC inh,UGM FP inh,PrPC surface inh,BoNT A protease,CCHF vOTU inh,FadD28 FP inh,Mtb FBA inh,GDH-TPI inh
Cc1cc(N/N=C(/CCC(=O)O)C(=O)O)nc2ccccc12,.,-3,2.0,-7,-1.5,-13,-1.0,0,20
Cn1nc(C(=O)N2CCOCC2)c2ccccc2c1=O,9.5,18,2.2,-2,0.7,-10,-3.5,-3,-7
CC(=O)NC(CC(=O)NCCc1ccccc1)c1ccccc1 (configuration not stated),0.2,1,-0.9,-1,0.0,7,.,-3,8
CCc1cccc(NC(=O)C2CCN(S(=O)(=O)c3ccc4c(c3)CC(C)N4C(C)=O)CC2)c1 (configuration not stated),0.4,0,1.1,-6,-0.7,-3,-1.6,11,12
CSc1nc(=S)n(-c2cc(C)ccc2C)c(C)c1C(C)=O,28,4,-1.4,-1,-2.4,-3,-1.5,-1,8
Cc1cccn2cc(CCNS(=O)(=O)c3cccs3)nc12,-1.6,-3,0.6,1,0.5,-11,-0.8,6,2
O=C(CCc1ccc(S(=O)(=O)NCCc2ccccc2)cc1)N1CCN(Cc2ccc3c(c2)OCO3)CC1,0.8,0,-0.9,-2,1.0,3,1.8,6,10
COc1ccc(CCNC(=O)CCn2c(=O)[nH]c3cc(OC)c(OC)cc3c2=O)cc1OC,1.4,-10,-0.1,-4,-0.9,-11,-3.6,-12,-7
NCCNC(=O)c1c(O)c2cccc3c2n(c1=O)CCC3,3.5,-23,0.0,15,-1.9,-14,-2.9,1,-2
Cc1ccc(-c2cc(-c3ccccc3C)[nH]n2)c(O)c1,-0.8,-22,0.1,3,-0.9,10,-2.3,2,-5
COc1ccc(/C(O)=C2\C(=O)C(=O)N(CC3CCCO3)C2c2cc(OC)ccc2OC)cc1 (configuration not stated),-0.2,5,0.3,-3,0.7,-7,-1.8,0,30
C=CCN1C(=O)c2ccccc2Sc2ccc(C(=O)NCC(OC)OC)cc21,-0.1,20,-0.7,5,0.6,2,.,-1,-5
COc1ccccc1Cn1c(C)c(C(=O)NCc2ccc3c(c2)OCCO3)sc1=O,-0.5,0,.,-6,-0.3,5,-2.8,0,2
CCC[N+](CC#CCO)(CC#Cc1ccccc1)CCC,.,?,-0.1,2,-3.9,-4,-1.1,146*,3
CCOC(=O)c1c(S(=O)(=O)NCC(=O)N2CCN(c3ccc(OC)cc3)CC2)c(C)n(C)c1C,-0.6,-7,0.8,1,2.6,-9,-0.2,3,3
O=C(CCCC(=O)OCC(F)(F)C(F)F)Nc1ccc(NC(=O)CCCC(=O)OCC(F)(F)C(F)F)cc1,0.6,-10,-2.2,2,-1.1,-9,-1.7,0,-3
COc1ccc(NC(=O)C2CCCN2S(=O)(=O)c2ccc(Cl)cc2)cc1 (configuration not stated),-1.5,-28,-1.8,-1,-6.1,-8,-1.4,0,-3
COC(=O)C1=C[C@@H](C(=O)OC)[C@@H]2C3=C(C(=O)C2(C)C)[C@H](C)n2c(=O)n(-c4ccccc4)c(=O)n2[C@@H]3C1,-1.6,12,-0.7,4,0.0,6,-0.5,3,3
CC(=O)Nc1cc(O)cc(O)c1,0.4,-3,1.3,3,0.5,-2,-2.8,1,4
COc1ccc(CNC2CCCC2)c(OC)c1OC,4.1,-4,0.4,9,-0.2,12,-1.0,0,6

# Brought forward from above: 3 entries, then new ones.
SMILES,BioA inh,BoNT-F LC inh,UGM FP inh,PrPC surface inh,BoNT A protease,CCHF vOTU inh,FadD28 FP inh,Mtb FBA inh,GDH-TPI inh
COC(=O)C1=C[C@@H](C(=O)OC)[C@@H]2C3=C(C(=O)C2(C)C)[C@H](C)n2c(=O)n(-c4ccccc4)c(=O)n2[C@@H]3C1,-1.6,12,-0.7,4,0.0,6,-0.5,3,3
CC(=O)Nc1cc(O)cc(O)c1,0.4,-3,1.3,3,0.5,-2,-2.8,1,4
COc1ccc(CNC2CCCC2)c(OC)c1OC,4.1,-4,0.4,9,-0.2,12,-1.0,0,6
O=C(O)CN(Cc1ccco1)S(=O)(=O)c1ccc(F)cc1,-0.9,4,0.4,-4,-0.4,2,-4.0,-6,-5
O=C(O/N=C/c1cccc([N+](=O)[O-])c1)C1CC1,0.1,0,1.2,-16,0.2,2,-5.3,1,4
CS(=O)(=O)c1ccc(NC(=O)CCN2C(=O)NC3(CCCC3)C2=O)cc1,-1.0,0,-0.4,1,0.2,-3,.,-2,3
Cc1ccc2nc(SCC(=O)Nc3cc(C)on3)c(C)cc2c1,.,1,8.4,-9,-0.5,-7,.,1,6
COc1cccc(NC(=O)c2cc3c(=O)n4ccccc4nc3n(CC(C)C)c2=N)c1,-2.5,7,-1.9,-18,-0.3,12,-1.1,0,6
CC1=CC(=O)C=CC1(C)C(Cl)(Cl)Cl (configuration not stated),-0.2,-10,-2.8,6,-0.6,2,-0.6,-3,0
C(=N\C(/N=C/c1ccco1)c1ccco1)/c1ccco1,-1.7,-2,-0.1,-6,-0.3,-24,1.5,9,4
CC(=O)Nc1ccc2nc(-c3cccn3C)[nH]c2c1,0.4,?,1.6,-2,-0.8,-4,-2.9,6,21
O=C(Oc1cccc(NC(=O)c2ccco2)c1)c1ccc(Br)c(S(=O)(=O)N2CCCCC2)c1,-1.0,-11,0.4,6,-0.6,4,-0.7,1,0
CC[C@H](C)[C@H](NC(N)=O)C(=O)NCCc1ccc(OC)c(OC)c1,.,-2,-1.2,1,0.6,-14,0.1,4,4
CCN1CCc2[nH]c3ccccc3c2C1,0.4,54*,2.0,13,4.6,-9,-1.1,4,0
CCS(=O)(=O)N1CCC(C(=O)NCc2cccc(OC)c2)CC1,-2.0,-15,-0.2,-4,?,0,-0.5,2,9
CC(=O)N1CC23C=CC(CC2CC12CCCCCC2)O3 (configuration not stated),-0.7,3,3.3,5,-0.2,2,-1.0,4,-4
CCNC(=O)COC(=O)C1C(C(=O)OCC)=C(C)NC(C)=C1C(=O)OCC,2.1,-15,-1.0,-2,-1.1,-19,0.0,5,8
O=C1CSC(=S)N1/N=C/c1c(F)cccc1F,-1.7,-19,2.3,-8,-6.1,8,-0.9,-1,14
CCCCN(C(=O)C1COc2ccccc2O1)c1c(N)n(CCC)c(=O)[nH]c1=O (configuration not stated),1.1,11,-0.4,3,0.6,-3,-4.2,-2,-4
CNC(=O)OCN1C(=O)C2CC=CCC2C1=O (configuration not stated),-1.6,-8,.,3,-0.1,-6,0.5,1,2
CCCOC(=O)c1cccc(NC(=O)c2cccnc2)c1,43*,-15,-1.0,8,0.2,1,-2.3,1,5
COc1ccc(NC(=O)CC2C(=O)N(Cc3ccco3)C(=S)N2C(C)C)cc1 (configuration not stated),-3.4,-3,-1.7,-3,-0.4,-3,-1.3,-3,19
CCC(C)(C)NC(=S)Nc1ccc(-c2nc3ccc(C)cc3s2)cc1,-2.6,6,-0.6,7,3.0,-108,-0.1,92*,28
Cc1cccc(OCCC(=O)OC(C)C(=O)Nc2ccc(Cl)cn2)c1 (configuration not stated),1.2,-14,-0.8,2,-2.4,2,-5.0,-2,4
COc1ccccc1CCn1c(N)c(C#N)c2nc3ccccc3nc21,-1.0,1,1.1,-9,4.1,-167,-5.5,+,27
CCN(CC(=O)NCc1ccc(F)cc1)C(=O)C1CCN(C(=O)Nc2ccccc2)CC1,-0.2,13,1.9,4,1.6,1,-0.1,-1,5
O=C(Cc1c(F)cccc1Cl)OCC(=O)N1CCN(c2ccccc2)CC1,0.7,-2,1.4,-4,-0.2,-5,-1.5,4,1
NC(=O)NC(=O)COC(=O)c1ccc2noc(-c3ccccc3)c2c1,.,6,-0.3,-5,2.4,2,-1.3,0,7
O=C(CN1CCC(C(=O)c2ccc(F)cc2)CC1)Nc1ccccc1,0.7,-1,0.2,-6,0.6,3,-5.2,-2,4
O=S(=O)(NC1=NCCCCC1)c1ccc(Cl)cc1,-1.3,-2,-1.5,11,-0.1,-13,1.6,2,-1
CC(C)N(Cc1nc(-c2ccccc2)no1)C(=O)C(C)(C)C,0.1,-14,0.0,0,-0.2,9,-3.0,4,-2
CC12CC3(C)CC(C)(C1)CC(C(N)=O)(C2)C3,.,-2,-0.4,6,0.2,4,-5.7,-6,-6
CN(C)S(=O)(=O)N1CCc2ccc(NC(=O)c3ccccc3Cl)cc2C1,2.2,.,1.3,6,.,-19,0.2,2,11
Cc1cccc(NC(=O)/C(=C\c2cccs2)NC(=O)c2ccccc2)c1,-0.9,2,0.0,.,-0.2,.,-2.0,-1,34*
CCCC(=O)OCC[N+](C)(C)C,-14,-2,-5.2,7,-0.3,-1,-2.7,-3,4
CCCNC(=O)C1(C)CCN(CCS(=O)(=O)c2ccc(C)cc2)C1 (configuration not stated),-0.2,-1,.,-4,0.1,0,-3.3,-1,-7
Cc1cc(NC(=O)CSc2ccc3c(c2)OCCO3)no1,-0.3,-12,3.9,0,-0.2,5,-0.3,3,8
COc1ccc(CCNC(=O)c2cc(S(=O)(=O)N(C)C)ccc2N2CCCC2)cc1,-0.1,22,-3.6,0,0.7,5,0.3,2,5
COc1ccc(C(=O)NNC(=O)CSc2nnc(C(C)C)n2C)cc1,-1.9,1,-0.2,-3,-2.1,-5,-1.2,-3,-5
O=C1c2ccccc2C(=O)N1CSc1nnc(Nc2ccccc2F)s1,.,-4,1.9,2,-1.1,-9,0.8,5,8
COc1ccc2cc(/C(C)=N/NC(=O)c3cc(C)oc3C)ccc2c1,-0.3,-5,.,-8,-0.2,-58,-1.1,198*,9
Cc1ccccc1-n1c(-c2csc(C)c2C)n[nH]c1=S,.,-8,-2.0,-7,-0.2,-14,-0.8,1,3
COc1cc2c(cc1OC)C(Cc1ccc(O)cc1)NCC2 (configuration not stated),-1.0,-4,0.1,1,0.5,-6,-4.2,-2,6
CC(=O)n1cc([C@@H]2C=C(C(=O)NCc3ccccc3)O[C@H](OCc3ccc(CO)cc3)C2)c2ccccc21,10&-3.4,0,4.7,-1,0.2,3,-2.1,4,14
O=C(CSCc1ccc(F)cc1)Nc1ccccc1C(=O)N1CCOCC1,-0.1,-3,0.4,-4,-0.4,12,-2.5,-3,-4
CC1Cc2ccccc2N1C(=O)COC(=O)c1ccc(S(=O)(=O)N(C)C)cc1 (configuration not stated),1.1,-2,1.2,-3,0.0,-6,-0.7,-1,4
CCN(CC(=O)Nc1c(F)cccc1F)C(=O)CCNS(=O)(=O)c1ccccc1C(F)(F)F,.,-3,-2.9,-2,-2.3,7,-0.6,0,2
COc1ccc(-n2ncc3c2CC(C)(C)CC3NC(=O)CN2CCOC2=O)cc1 (configuration not stated),2.0,-7,-0.2,-1,-1.5,-10,-3.6,-2,3
COc1ccc(N2CCN(CCNC(=O)c3ccc(NC(=O)C4CCCO4)cc3)CC2)cc1 (configuration not stated),-1.3,8,0.6,4,0.3,-2,-0.9,4,10

# Taken from above.
# Reading for `CCN(CC(=O)Nc1c(F)cccc1F)C(=O)CCNS(=O)(=O)c1ccccc1C(F)(F)F` in CCHF vOTU inh: 7
# Reading for `CC(=O)n1cc([C@@H]2C=C(C(=O)NCc3ccccc3)O[C@H](OCc3ccc(CO)cc3)C2)c2ccccc21` in BoNT A protease: 0.2
# Reading for `COc1ccc(N2CCN(CCNC(=O)c3ccc(NC(=O)C4CCCO4)cc3)CC2)cc1` (configuration not stated) in UGM FP inh: 0.6
# Reading for `COc1ccc(-n2ncc3c2CC(C)(C)CC3NC(=O)CN2CCOC2=O)cc1` (configuration not stated) in PrPC surface inh: -1
# Reading for `CC1Cc2ccccc2N1C(=O)COC(=O)c1ccc(S(=O)(=O)N(C)C)cc1` (configuration not stated) in BoNT A protease: 0.0

# Compound activity: PubChem BioAssay, several laboratories
